# BioA inh = M. tuberculosis BioA enzyme inhibitors, primary screen, biochemical, plate reader, single point, HTS | 7,8-diaminopelargonic acid synthase BioA (Mycobacterium tuberculosis) | purified M. tuberculosis BioA enzyme | inhibition, % at 9.99 µM | 360,000 compounds, 0.096% hits; in the data active = inhibition above about 40%
# * marks the source's active call; other numbers are inactive results.
SMILES,BioA inh
CCC(=O)Nc1ccc2c(c1)C(=O)N(C)C[C@H](OC)[C@H](C)CN(C(=O)CC1CC1)[C@@H](C)CO2,0.4
O=C(NC1CCCC1)N1CCCCN2[C@@H](CO)[C@@H](c3ccc(-c4ccncc4)cc3)[C@@H]2C1,0.2
O=C(C[C@@H]1CC[C@@H]2[C@H](COC[C@@H](O)CN2Cc2cccc(F)c2)O1)NCc1cccc(F)c1,-0.2
CCC(=O)Nc1ccc2c(c1)C(=O)N(C)C[C@H](OC)[C@H](C)CN(C(C)=O)[C@@H](C)CO2,1.4
CCNC(=O)[C@H]1[C@H](CO)[C@H]2Cn3c(ccc(-c4ccncc4)c3=O)[C@H]2N1Cc1ccc2c(c1)OCO2,0.4
COC(=O)[C@H]1[C@H](CO)[C@H]2Cn3c(ccc(C4=CCCCC4)c3=O)[C@H]2N1C(=O)C1CCCC1,1.3
CO[C@H]1CN(C)C(=O)c2ccc(NC(=O)C3CCCCC3)cc2OC[C@@H](C)NC[C@H]1C,-4.7
C[C@@H]1CCCCO[C@H](CN(C)C(=O)C2CCCCC2)[C@H](C)CN([C@H](C)CO)C(=O)c2cc(NS(=O)(=O)c3cn(C)cn3)ccc2O1,0.0
CCC(=O)Nc1ccc2c(c1)C(=O)N(C)[C@@H]1CC[C@H](CC(=O)N3CCCCC3)O[C@@H]1CO2,-0.8
O=C(NCc1ccccc1F)[C@@H]1N[C@@H]2c3ccc(-c4ccccc4F)c(=O)n3C[C@@H]2[C@H]1CO,-2.0
CN1C(=O)c2cc(NC(=O)c3ccccc3Cl)ccc2OC[C@@H]2O[C@@H](CC(=O)NCC(F)(F)F)CC[C@@H]21,-2.4
C[C@@H]1CN([C@H](C)CO)C(=O)c2cccc(NS(=O)(=O)c3cn(C)cn3)c2O[C@@H]1CN(C)Cc1ccc(-c2ccccc2)cc1,-0.1
OC[C@@H]1[C@@H](c2ccc(-c3ccc(F)cc3)cc2)[C@H]2CN(CCC(F)(F)F)CCCCN12,-0.6
CO[C@H]1CN(C)C(=O)c2ccc(NC(=O)C3CCOCC3)cc2OC[C@@H](C)N(C(=O)c2ccccc2)C[C@H]1C,0.2
O=C(Nc1ccccc1)N[C@@H]1CC[C@@H](CCNS(=O)(=O)c2cccc(F)c2)O[C@H]1CO,3.2
COc1ccc(NC(=O)Nc2ccc3c(c2)C(=O)N([C@H](C)CO)C[C@@H](C)[C@@H](CN(C)Cc2ccc4c(c2)OCO4)O3)cc1,0.9
O=C(Cc1ccccn1)N[C@@H]1CC[C@H](CCn2cc(-c3cccnc3)nn2)O[C@H]1CO,5.9
CNC[C@@H]1Oc2c(NC(=O)NC(C)C)cccc2C(=O)N([C@H](C)CO)C[C@@H]1C,-3.2
CCCN(C)C[C@H]1Oc2ncc(C#CCN(C)C)cc2C(=O)N([C@@H](C)CO)C[C@H]1C,-2.9
COc1ccc(NC(=O)N(C)C[C@@H]2OCc3cn(nn3)CCCC(=O)N([C@H](C)CO)C[C@@H]2C)c(OC)c1,-0.7
Cc1ccc(S(=O)(=O)N(C)C[C@@H]2Oc3ccc(NS(=O)(=O)c4ccccc4)cc3C(=O)N([C@@H](C)CO)C[C@@H]2C)cc1,-4.6
O=C(NC1CCCC1)N[C@@H]1CC[C@@H](CC(=O)N2CCOCC2)O[C@H]1CO,-0.6
COc1ccc(NC(=O)N(C)C[C@@H]2Oc3c(NS(=O)(=O)c4ccc(Cl)cc4)cccc3C(=O)N([C@@H](C)CO)C[C@H]2C)cc1,0.8
O=C(NCCN1CCCCC1)[C@H]1N[C@H]2c3ccc(-c4cccnc4)c(=O)n3C[C@H]2[C@@H]1CO,1.0
O=C(c1ccccc1)N1C[C@H]2[C@@H](c3ccccc31)[C@@H](CO)N2Cc1cocn1,1.9
CN1c2ccc(C#Cc3cccnc3)cc2[C@H]2[C@H](CCN2C(=O)Nc2cc(F)ccc2F)[C@@H]1CO,-1.2
CCNC(=O)[C@@H]1[C@@H](CO)[C@@H]2Cn3c(ccc(/C=C/c4ccccc4)c3=O)[C@H]1N2C(=O)C1CCC1,-0.9
O=C(c1ccc2c(c1)OCO2)N1C[C@H]2[C@@H](c3ccccc31)[C@@H](CO)N2C(=O)CC1CC1,-2.2
O=C(C[C@H]1C[C@@H]2c3cc(NS(=O)(=O)c4ccc(F)cc4)ccc3O[C@@H]2[C@H](CO)O1)N1CCOCC1,1.1
COc1ccccc1-c1ccc2c(c1)O[C@H](CN(C)C(=O)c1cccnc1)[C@H](C)CN([C@H](C)CO)S2(=O)=O,-1.5
COc1ccccc1C#Cc1ccc2c(c1)O[C@H](CN(C)Cc1ccncc1)[C@@H](C)CN([C@H](C)CO)S2(=O)=O,-0.7
C[C@H](CO)N1C[C@H](C)[C@H](CN(C)C(=O)C2CCCCC2)Oc2ncc(-c3ccccc3)cc2C1=O,0.1
C[C@H]1CN([C@@H](C)CO)C(=O)c2c(c3ccccc3n2C)-c2ccccc2CO[C@@H]1CN(C)S(=O)(=O)c1ccccc1F,1.4
Cc1ccccc1S(=O)(=O)NCC[C@H]1CC[C@@H](NC(=O)C2CCCCC2)[C@H](CO)O1,-1.4
CCC(=O)Nc1ccc2c(c1)C(=O)N(C)[C@H]1CC[C@H](CC(=O)NCCOC)O[C@@H]1CO2,-0.4
C[C@@H]1CN([C@H](C)CO)S(=O)(=O)c2ccc(-c3cccc(F)c3)cc2O[C@H]1CN(C)S(C)(=O)=O,5.6
C[C@@H]1CCCCO[C@H](CN(C)S(=O)(=O)c2cccs2)[C@H](C)CN([C@H](C)CO)C(=O)c2cc(NS(C)(=O)=O)ccc2O1,0.5
COc1ccc(CN(C)C[C@@H]2Oc3ccc(NC(=O)Nc4cccc5ccccc45)cc3C(=O)N([C@H](C)CO)C[C@@H]2C)cc1,-1.6
C/C=C/c1cnc2c(c1)C(=O)N([C@H](C)CO)C[C@H](C)[C@@H](CN(C)C(=O)NCCC)O2,-2.5
C/C=C/c1ccc2c(c1)O[C@H](CN(C)C(=O)Nc1ccc(F)cc1)[C@@H](C)CN([C@H](C)CO)S2(=O)=O,3.9
C[C@@H]1CN([C@H](C)CO)C(=O)c2cccc(NC(=O)Nc3ccccc3)c2O[C@H]1CN(C)Cc1ccc2c(c1)OCO2,-3.2
Cc1noc(C)c1NC(=O)Nc1ccc2c(c1)CC(=O)N([C@@H](C)CO)C[C@H](C)[C@H](CN(C)Cc1ccc(Oc3ccccc3)cc1)O2,8.2
O=C(c1ccncc1)N1C[C@H]2[C@@H](c3ccccc31)[C@H](CO)N2C(=O)c1ccccn1,-4.5
C[C@H]1CCCCO[C@H](CN(C)S(=O)(=O)c2ccccc2)[C@@H](C)CN([C@@H](C)CO)C(=O)c2cc(NC(=O)Cc3ccccc3)ccc2O1,-1.8
CCC(=O)Nc1ccc2c(c1)OC[C@H](C)N(C(=O)Cc1cccnc1)C[C@@H](C)[C@@H](OC)CN(C)C2=O,2.8
NCC[C@H]1CC[C@@H](NC(=O)NC2CCCCC2)[C@@H](CO)O1,-3.3
CC(C)C#Cc1cnc2c(c1)C(=O)N([C@H](C)CO)C[C@H](C)[C@@H](CN(C)C(=O)c1ccc3c(c1)OCO3)O2,1.7
C[C@@H]1CCCCO[C@H](CN(C)C(=O)Nc2ccc3c(c2)OCO3)[C@H](C)CN([C@@H](C)CO)C(=O)c2cc(NS(=O)(=O)c3cccs3)ccc2O1,1.4
Cc1cccc(-c2ccc([C@@H]3[C@@H](CO)N4CCCCN(C(=O)c5ccncc5)C[C@@H]34)cc2)c1,-1.7
CCCC#Cc1ccc([C@@H]2[C@H]3CN(Cc4cccnc4)CCCCN3[C@H]2CO)cc1,0.7

# New compounds follow.
SMILES,BioA inh
Cc1noc(C)c1S(=O)(=O)N(C)C[C@@H]1Oc2ccc(NS(=O)(=O)c3ccc(Cl)cc3)cc2C(=O)N([C@H](C)CO)C[C@@H]1C,3.5
CC(C)c1cn(CC[C@H]2CC[C@H](NC(=O)c3cccc(F)c3)[C@@H](CO)O2)nn1,3.5
CC(=O)N(C)C[C@H]1Oc2cc(C#CCC(C)C)ccc2S(=O)(=O)N([C@H](C)CO)C[C@@H]1C,0.3
COCC#Cc1cnc2c(c1)C(=O)N([C@H](C)CO)C[C@@H](C)[C@H](CN(C)C(=O)Nc1ccccc1F)O2,-4.3
C[C@@H]1CN([C@@H](C)CO)S(=O)(=O)c2ccc(-c3cncnc3)cc2O[C@@H]1CN(C)Cc1ccccc1,8.7
Cc1nn(C)cc1NC(=O)C[C@H]1CC[C@@H]2[C@H](COc3ccc(NC(=O)C4CCC4)cc3C(=O)N2C)O1,-1.9
COc1ccc(NC(=O)Nc2cccc3c2O[C@@H](CN(C)Cc2ccncc2)[C@@H](C)CN([C@@H](C)CO)C3=O)cc1,1.7
CO[C@@H]1CN(C)C(=O)c2cc(NS(=O)(=O)c3ccccc3C)ccc2OC[C@H](C)N(C)C[C@H]1C,-1.1
COc1ccc(CN(C)C[C@H]2Oc3ccc(NC(=O)NC(C)C)cc3C(=O)N([C@H](C)CO)C[C@H]2C)cc1,-0.5
C[C@@H]1CN([C@@H](C)CO)C(=O)c2cc(C#C[C@@H](C)O)cnc2O[C@@H]1CN(C)C(=O)c1ccc(F)cc1,2.5

# Of the compounds above, these have a Cl atom:
SMILES,BioA inh
CN1C(=O)c2cc(NC(=O)c3ccccc3Cl)ccc2OC[C@@H]2O[C@@H](CC(=O)NCC(F)(F)F)CC[C@@H]21,-2.4
COc1ccc(NC(=O)N(C)C[C@@H]2Oc3c(NS(=O)(=O)c4ccc(Cl)cc4)cccc3C(=O)N([C@@H](C)CO)C[C@H]2C)cc1,0.8
Cc1noc(C)c1S(=O)(=O)N(C)C[C@@H]1Oc2ccc(NS(=O)(=O)c3ccc(Cl)cc3)cc2C(=O)N([C@H](C)CO)C[C@@H]1C,3.5

# (cont.)
SMILES,BioA inh
CS(=O)(=O)Nc1ccc2c(c1)[C@H]1C[C@@H](CC(=O)NCC3CC3)O[C@H](CO)[C@H]1O2,0.1
COc1ccc(NC(=O)Nc2ccc3c(c2)[C@@H]2C[C@H](CC(=O)N4CCc5ccccc5C4)O[C@@H](CO)[C@@H]2O3)cc1,-0.9
COC(=O)C[C@H]1CC[C@@H]2[C@H](COc3ccc(NC(=O)Nc4cccc(C#N)c4)cc3C(=O)N2C)O1,1.2
CN1c2ccc(-c3cccc(C#N)c3)cc2[C@H]2[C@H](CCN2S(=O)(=O)c2cccc(F)c2)[C@H]1CO,2.6
C[C@H](CO)N1C[C@H](C)[C@@H](CN(C)S(=O)(=O)c2ccccc2)Oc2ccc(NC(=O)Cc3ccccc3)cc2CC1=O,-0.6
C[C@H](CO)N1C[C@H](C)[C@@H](CN(C)Cc2ccc(-c3ccccc3)cc2)Oc2ncc(-c3cccnc3)cc2C1=O,4.3
C[C@@H]1CN([C@H](C)CO)S(=O)(=O)c2ccc(/C=C/c3ccccc3)cc2O[C@H]1CN(C)C(=O)Nc1cccc(F)c1,-3.4
O=C(C[C@@H]1C=C[C@H](NC(=O)c2cccc(F)c2)[C@H](CO)O1)NCCN1CCCC1,-2.0
C[C@@H]1CN([C@H](C)CO)C(=O)c2cccc(NC(=O)c3ccc(-c4nccs4)cc3)c2O[C@@H]1CN(C)S(=O)(=O)c1ccccc1,-2.5
COCCNC(=O)C[C@@H]1C=C[C@H](NC(=O)NC2CCCC2)[C@@H](CO)O1,0.9

# Given with bars between the fields: 5 of the compounds above
molecule | BioA inh
C[C@H](CO)N1C[C@H](C)[C@@H](CN(C)Cc2ccc(-c3ccccc3)cc2)Oc2ncc(-c3cccnc3)cc2C1=O | 4.3
C[C@@H]1CN([C@H](C)CO)S(=O)(=O)c2ccc(/C=C/c3ccccc3)cc2O[C@H]1CN(C)C(=O)Nc1cccc(F)c1 | -3.4
O=C(C[C@@H]1C=C[C@H](NC(=O)c2cccc(F)c2)[C@H](CO)O1)NCCN1CCCC1 | -2.0
C[C@@H]1CN([C@H](C)CO)C(=O)c2cccc(NC(=O)c3ccc(-c4nccs4)cc3)c2O[C@@H]1CN(C)S(=O)(=O)c1ccccc1 | -2.5
COCCNC(=O)C[C@@H]1C=C[C@H](NC(=O)NC2CCCC2)[C@@H](CO)O1 | 0.9

# More results.
SMILES,BioA inh
CO[C@@H]1CN(C)C(=O)c2ccc(NC(=O)Nc3cc(F)ccc3F)cc2OC[C@@H](C)N(C(=O)c2cnccn2)C[C@H]1C,2.2
CCCNC(=O)Nc1ccc2c(c1)C(=O)N(C)C[C@H](OC)[C@@H](C)CN(C)[C@@H](C)CO2,2.1
C[C@@H]1CN([C@H](C)CO)C(=O)c2cccc(NS(C)(=O)=O)c2O[C@@H]1CN(C)S(C)(=O)=O,-3.7
CCC(=O)NC[C@H]1[C@@H](c2ccc(C3=CCCC3)cc2)[C@@H](CO)N1C(C)=O,3.1
C[C@H]1CN([C@@H](C)CO)C(=O)c2cc(NS(=O)(=O)c3cccs3)ccc2O[C@@H]1CN(C)Cc1ccccc1,-1.5
O=C(Nc1ccc(C(F)(F)F)cc1)N[C@@H]1CC[C@H](CCNC(=O)c2ccccc2F)O[C@@H]1CO,-1.0
C[C@H]1CN([C@@H](C)CO)C(=O)c2ccccc2-c2ccccc2CO[C@H]1CN(C)S(=O)(=O)c1ccc(C#N)cc1,1.0
C[C@H]1CCCCO[C@@H](CN(C)C(=O)CCC(F)(F)F)[C@@H](C)CN([C@@H](C)CO)C(=O)c2cc(NC(=O)C3CCCCC3)ccc2O1,0.4
CN(C)C(=O)[C@@H]1[C@@H](CO)[C@@H]2Cn3c(cccc3=O)[C@H]1N2CC1CC1,-1.4
C[C@@H](NC(=O)C[C@@H]1C[C@H]2c3cc(NC(=O)c4cccnc4)ccc3O[C@H]2[C@@H](CO)O1)c1ccccc1,14
COc1ccc(NC(=O)Nc2ccc3c(c2)[C@@H]2C[C@@H](CC(=O)N4CCN(C)CC4)O[C@@H](CO)[C@@H]2O3)cc1,-1.6
C[C@@H]1CCCCO[C@H](CN(C)C(=O)c2ccncc2)[C@@H](C)CN([C@H](C)CO)C(=O)c2cc(NC(=O)CCC(F)(F)F)ccc2O1,-4.2
O=C(C[C@@H]1CC[C@H]2[C@@H](COC[C@H](O)CN2Cc2cccc(F)c2)O1)NCc1ccncc1,1.9

# Screens from PubChem.

# An excerpt. The share of hits here may be higher or lower than overall.
